Ecoli viability = E. coli V3065 growth inhibition, primary screen, counter-screen for AddAB inhibitor project, absorbance, OD600; 18 h; inhibition, % at 11.9 µM; hit rate 0.27% among 330,000;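 active = inhibition above the campaign's mean inhibition across all tested compounds plus 3 SD, cut at about 9.9% in these data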;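 note: uninfected addAB+ strain grown without phage in ampicillin broth; 0% = DMSO wells and 100% = ciprofloxacin 0.95 µg/ml wells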
PvdQ inh = P. aeruginosa PvdQ acylase inhibitors, primary screen, biochemical, fluorescence, plate reader and imaging, single point. PvdQ acylase [Pseudomonas aeruginosa LESB58]. purified PvdQ acylase. inhibition, % at 10 µM. hit rate 0.063% among 340,000. AID 488965, 2010; in the data active = inhibition above about 30%, passing the limit was not always enough;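 note: 0% = vehicle neutral wells and 100% = reference inhibitor wells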
phage Ecoli inh = growth loss of phage-infected E. coli, primary screen, RecBCD inhibitor project, absorbance, with phage, HTS; inhibition, % at 11.9 µM; hit rate 0.26% among 360,000; AID 651602, 2012; in the data active = inhibition above about 11%
Rtt109 Vps75 = inhibitors of C. albicans Rtt109/Vps75 HAT, primary screen, biochemical, ThioGlo CoA-SH fluorescence, plate reader; purified Rtt109/Vps75, 4 h; inhibition, % at 34.9 µM; hit rate 0.16% among 330,000; AID 540336, 2011;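 active = inhibition of at least 50% in every replicate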
Target sequence (Q5AAJ8 whole entry, looked up): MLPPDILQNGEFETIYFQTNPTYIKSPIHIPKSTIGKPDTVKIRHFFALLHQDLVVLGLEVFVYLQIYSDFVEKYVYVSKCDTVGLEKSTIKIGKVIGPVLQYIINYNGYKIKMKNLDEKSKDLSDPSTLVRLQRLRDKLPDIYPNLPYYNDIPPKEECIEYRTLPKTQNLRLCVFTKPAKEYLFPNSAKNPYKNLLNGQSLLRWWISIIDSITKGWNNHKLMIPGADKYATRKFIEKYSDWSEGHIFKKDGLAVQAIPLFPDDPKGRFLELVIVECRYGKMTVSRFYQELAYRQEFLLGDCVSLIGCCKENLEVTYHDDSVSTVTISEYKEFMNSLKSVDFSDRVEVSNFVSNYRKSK
AddAB inh = growth inhibition of E. coli expressing H. pylori AddAB, primary screen, AddAB inhibitor project, absorbance | inhibition, % at 11.9 µM | hit rate 0.29% among 330,000 | AID 435030, 2010; in the data active = inhibition above about 12%;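 note: 0% = vehicle wells of infected cells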
Tat transport = E. coli Tat export inhibitors, primary screen, MC4100, TorA-mCherry reporter, fluorescence, single point; inhibition, % at 10 µM; hit rate 0.036% among 340,000;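 active = mean replicate inhibition at least 50% and at least half of replicates individually reaching 50%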;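 note: exported cargo escapes ClpAP degradation while cytoplasmic cargo is degraded and loses fluorescence; 0% = median of neutral control wells and 100% = median of NaSCN control wells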
CAL PDZ FP = CAL PDZ peptide-binding inhibitors, primary screen, biochemical, fluorescence polarization, Cer-tagged CAL PDZ, HTS; Golgi-associated PDZ and coiled-coil motif-containing protein (Homo sapiens), Q9HD26; purified CAL PDZ, TMR-peptide fluorescence polarization, 1 h; inhibition, % at 20 µM; hit rate 0.02% among 330,000; AID 504414, 2011;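 active = highest replicate inhibition of at least 40%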;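 note: plate controls were DMSO neutral control wells for no effect and unlabeled competitor peptide control wells for full effect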
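Test system: purified CerCALP PDZ construct; Compound dosing: one concentration, 20 µM compound; Also added: TMR-labelled reporter peptide T*-PRC34 bound in PDZ groove; Read-out: inhibition from polarization loss; Controls: unlabelled peptide and DMSO controls; Signal: FP readout, S and P plane fluorescence; Incubation: 1 h at RT.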
Wnt bcat act = Wnt/beta-catenin pathway activators, primary screen, cell-based, plate reader, single point | Wnt/beta-catenin reporter cell assay, activator | activation, % at 9.35 µM | hit rate 1.2% among 300,000 | AID 743398, 2014; in the data active = activation above about 30%, passing the limit was not always enough;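 note: 0% = neutral control wells and 100% = positive control wells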
PfHsp90 set2 = growth inhibition of PfHsp90-expressing yeast, primary screen, antimalarial PfHsp90 inhibitor project, S. cerevisiae, BacTiter-Glo luminescence, single point, set 2. BacTiter-Glo ATP, 48 h; yeast lacking PDR1 and PDR3 efflux regulators. inhibition, % at 9.4 µM. hit rate 0.32% among 310,000. AID 504621, 2011;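 active = every replicate shows inhibition above about 80%, whatever the replicate mean, limit read from the data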;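 note: 0% = DMSO neutral controls and 100% = 20 µM radicicol positive controls; yeast relying on Plasmodium falciparum Hsp90 in place of its own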
DAGLB inhibitor = DAGLB lipase inhibitors, primary screen, biochemical, fluorescence, HTS; Diacylglycerol lipase-beta (Homo sapiens), Q8NCG7; HEK293T DAGLB membrane lysate, EnzChek fluorogenic substrate; inhibition, % at 5.17 µM; hit rate 0.059% among 340,000; AID 504411, 2011; in the data active = inhibition above about 34%;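 note: 0% = enzyme with vehicle and 100% = wells lacking enzyme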
Target sequence (Q8NCG7 whole entry, looked up): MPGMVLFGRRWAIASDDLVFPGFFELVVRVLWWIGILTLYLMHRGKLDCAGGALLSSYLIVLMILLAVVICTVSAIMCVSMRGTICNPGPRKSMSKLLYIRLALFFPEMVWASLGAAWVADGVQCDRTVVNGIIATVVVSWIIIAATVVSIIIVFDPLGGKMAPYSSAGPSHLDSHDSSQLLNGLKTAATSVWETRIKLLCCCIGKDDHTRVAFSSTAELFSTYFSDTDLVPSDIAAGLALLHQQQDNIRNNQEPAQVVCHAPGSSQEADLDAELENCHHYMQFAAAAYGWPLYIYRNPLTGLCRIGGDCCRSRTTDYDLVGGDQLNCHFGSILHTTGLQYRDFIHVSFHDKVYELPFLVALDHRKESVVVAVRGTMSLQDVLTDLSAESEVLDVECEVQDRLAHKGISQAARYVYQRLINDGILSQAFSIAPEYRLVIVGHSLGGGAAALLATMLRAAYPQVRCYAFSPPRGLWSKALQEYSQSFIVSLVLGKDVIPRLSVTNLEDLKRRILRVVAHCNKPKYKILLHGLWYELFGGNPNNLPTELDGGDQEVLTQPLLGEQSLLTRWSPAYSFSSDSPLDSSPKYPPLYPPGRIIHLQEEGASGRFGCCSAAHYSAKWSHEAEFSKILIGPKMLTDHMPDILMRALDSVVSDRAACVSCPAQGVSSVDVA
* hit, by the source's call.

The first 2 records, ahead of the listing:
For O=C(NC(=S)Nc1ccccc1Br)c1ccco1 the results were Ecoli viability 3.7, PvdQ inh -8, phage Ecoli inh 1.2, Rtt109 Vps75 -8, AddAB inh 3.6, Tat transport -5, CAL PDZ FP -1.0, Wnt bcat act 14, PfHsp90 set2 -12 and DAGLB inhibitor -2.
Screening CCn1c2c(c(C)cc1=O)C(=O)CC(C)(C)C2 returned Ecoli viability 0.3, PvdQ inh -12, phage Ecoli inh 2.8, Rtt109 Vps75 5, AddAB inh -1.2, Tat transport 4, CAL PDZ FP 0.1, Wnt bcat act 3, PfHsp90 set2 6 and DAGLB inhibitor -1.

The whole of this part, previewed entries included:
For O=C(NC(=S)Nc1ccccc1Br)c1ccco1 the results were Ecoli viability 3.7, PvdQ inh -8, phage Ecoli inh 1.2, Rtt109 Vps75 -8, AddAB inh 3.6, Tat transport -5, CAL PDZ FP -1.0, Wnt bcat act 14, PfHsp90 set2 -12 and DAGLB inhibitor -2.
Screening CCn1c2c(c(C)cc1=O)C(=O)CC(C)(C)C2 returned Ecoli viability 0.3, PvdQ inh -12, phage Ecoli inh 2.8, Rtt109 Vps75 5, AddAB inh -1.2, Tat transport 4, CAL PDZ FP 0.1, Wnt bcat act 3, PfHsp90 set2 6 and DAGLB inhibitor -1.
CC(=O)c1cccc(NC(=O)CN(C2CCCCC2)S(C)(=O)=O)c1 was read as Ecoli viability -0.7, PvdQ inh -5, phage Ecoli inh 2.8, Rtt109 Vps75 2, AddAB inh 3.6, Tat transport 11, CAL PDZ FP -1.6, Wnt bcat act 1 and DAGLB inhibitor -2.
For COc1cccc(CNC(=O)c2cccnc2Sc2ccccc2)c1 the results were PvdQ inh -8, phage Ecoli inh 1.3, Rtt109 Vps75 -1, Tat transport -3, CAL PDZ FP -1.0, Wnt bcat act 0, PfHsp90 set2 -10 and DAGLB inhibitor 1.
For Cc1cccc(OCC(=O)NCC(=O)N=Nc2c(O)[nH]c3ccc([N+](=O)[O-])cc23)c1 the results were Ecoli viability -1.1, PvdQ inh -8, phage Ecoli inh 0.1, Rtt109 Vps75 -2, AddAB inh 1.0, Tat transport -8, CAL PDZ FP -3.2, Wnt bcat act -2, PfHsp90 set2 24 and DAGLB inhibitor 2.
Screening CC(C(=O)O)N1C(=O)/C(=C/c2cccn2C)SC1=S (stereo unspecified) returned Ecoli viability 0.2, PvdQ inh -2, phage Ecoli inh 2.2, Rtt109 Vps75 1, AddAB inh 2.1, Tat transport -5, CAL PDZ FP 0.3, PfHsp90 set2 0 and DAGLB inhibitor 0.
CC(C)(C)OC(=O)N1CCC(NC(=O)c2nc[nH]c2C(=O)NC2CCN(C(=O)OC(C)(C)C)CC2)CC1 was read as Ecoli viability -2.8, PvdQ inh 2, phage Ecoli inh 4.1, Rtt109 Vps75 29, AddAB inh -2.8, Tat transport 16, CAL PDZ FP -0.2, Wnt bcat act 13, PfHsp90 set2 7 and DAGLB inhibitor 0.
CCOc1ncnc2c1[nH]c1ccccc12 was read as Ecoli viability 1.4, PvdQ inh -11, phage Ecoli inh 3.1, Rtt109 Vps75 5, AddAB inh 4.1, Tat transport 3, CAL PDZ FP -1.7, Wnt bcat act 2, PfHsp90 set2 -6 and DAGLB inhibitor -5.
CCOC(=O)c1[nH]c2c(c1C)C(=O)CC(c1ccc(OCC)c(OC)c1)C2 (stereo unspecified) was read as Ecoli viability -1.9, PvdQ inh 1, phage Ecoli inh 0.0, Rtt109 Vps75 1, AddAB inh 4.4, Tat transport 0, CAL PDZ FP -0.2, PfHsp90 set2 -72 and DAGLB inhibitor 0.
Screening Cc1ccc2[nH]c(=O)c(CN(C)S(=O)(=O)c3cccc4nonc34)cc2c1 returned Ecoli viability -0.9, PvdQ inh -7, phage Ecoli inh 1.8, Rtt109 Vps75 -18, AddAB inh 2.6, Tat transport -3, CAL PDZ FP -0.5, Wnt bcat act -1, PfHsp90 set2 14 and DAGLB inhibitor -1.
For O=C(COc1ccc(F)cc1)Nc1nc(-c2ccccn2)cs1 the results were Ecoli viability -5.3, PvdQ inh -6, phage Ecoli inh -6.6, Rtt109 Vps75 6, AddAB inh 3.9, Tat transport -2, CAL PDZ FP -2.6, Wnt bcat act -1, PfHsp90 set2 -11 and DAGLB inhibitor 1.
Cn1c(/C=C/c2ccc(Cl)cc2Cl)c([N+](=O)[O-])c(=O)n(C)c1=O was read as Ecoli viability -5.2, PvdQ inh -19, phage Ecoli inh 1.1, Rtt109 Vps75 0, AddAB inh -3.9, Tat transport -3, CAL PDZ FP -1.1, Wnt bcat act -10, PfHsp90 set2 16 and DAGLB inhibitor 3.
For COc1ccc2c(c1)S(=O)(=O)c1ccccc1N2 the results were Ecoli viability 3.1, PvdQ inh -1, phage Ecoli inh 3.4, Rtt109 Vps75 -6, AddAB inh 3.6, Tat transport 6, CAL PDZ FP -0.9, Wnt bcat act -2, PfHsp90 set2 -10 and DAGLB inhibitor 0.
`CCc1ccc(-n2nnnc2SCC(=O)NNC(=O)c2ccco2)cc1` gave Ecoli viability -1.1, PvdQ inh 10, phage Ecoli inh 0.9, Rtt109 Vps75 -4, AddAB inh 1.4, Tat transport -8, CAL PDZ FP -0.2, PfHsp90 set2 -9 and DAGLB inhibitor 2.
For COc1cccc(-c2nc(NCc3cccnc3)c3ccccc3n2)c1O the results were PvdQ inh -15, phage Ecoli inh 1.6, Rtt109 Vps75 -5, Tat transport 0, Wnt bcat act 13, PfHsp90 set2 11 and DAGLB inhibitor 0.
Cc1ccc(C)c(Nc2nc(-c3cccnc3)cs2)c1 was read as Ecoli viability -1.4, PvdQ inh 8, phage Ecoli inh 1.6, Rtt109 Vps75 1, AddAB inh 0.0, Tat transport 0, CAL PDZ FP 0.7, Wnt bcat act 14, PfHsp90 set2 -4 and DAGLB inhibitor -2.
Screening O=C(COC(=O)/C=C/c1cccc(C(F)(F)F)c1)NCc1ccc(F)cc1 returned Ecoli viability -0.5, PvdQ inh -17, phage Ecoli inh 0.5, Rtt109 Vps75 -6, AddAB inh 1.0, Tat transport -1, CAL PDZ FP 0.3, Wnt bcat act 2, PfHsp90 set2 30 and DAGLB inhibitor 1.
`CCN(CC(=O)Nc1cc(Cl)ccc1C)C(=O)CN1C(=O)NC(CC)(c2ccccc2)C1=O` (stereo unspecified) gave Ecoli viability 0.8, PvdQ inh -13, phage Ecoli inh 1.9, AddAB inh -0.2, Tat transport -8, CAL PDZ FP -0.5, Wnt bcat act -1, PfHsp90 set2 -13 and DAGLB inhibitor -1.
CCCn1c(N)c(N(CCOC)C(=O)c2ccc(N(C)S(=O)(=O)c3ccc(C)cc3)cc2)c(=O)[nH]c1=O was read as Ecoli viability -0.4, PvdQ inh 10, phage Ecoli inh 3.5, Rtt109 Vps75 -2, AddAB inh 1.8, Tat transport 0, CAL PDZ FP 0.3, Wnt bcat act -3, PfHsp90 set2 2 and DAGLB inhibitor 2.
`O=C(CNS(=O)(=O)c1ccc(Br)s1)NC1CCCc2ccccc21` (stereo unspecified) gave Ecoli viability -0.2, PvdQ inh -3, phage Ecoli inh 1.8, AddAB inh 1.1, Tat transport 4, CAL PDZ FP -1.8, Wnt bcat act 1, PfHsp90 set2 -3 and DAGLB inhibitor 7.
`COc1ccccc1CNC(=O)CSc1cc(=O)n(C)c2ccccc12` gave Ecoli viability -0.9, PvdQ inh -5, phage Ecoli inh 2.9, Rtt109 Vps75 6, AddAB inh 1.6, Tat transport -5, CAL PDZ FP -1.9, Wnt bcat act 6, PfHsp90 set2 0 and DAGLB inhibitor 0.
CC1CCCC(C)N1C(=O)c1cc(-c2ccc3c(c2)OCO3)on1 (stereo unspecified) was read as Ecoli viability 3.5, PvdQ inh -8, phage Ecoli inh 2.3, Rtt109 Vps75 6, AddAB inh 5.7, Tat transport -7, CAL PDZ FP -2.9, Wnt bcat act 1, PfHsp90 set2 7 and DAGLB inhibitor -4.
O=C(Nc1ccc2c(c1)CCC2)c1cc2ccccc2o1 was read as Ecoli viability 0.4, PvdQ inh -15, phage Ecoli inh 2.5, Rtt109 Vps75 3, AddAB inh -1.4, Tat transport -1, CAL PDZ FP -3.4, Wnt bcat act 24, PfHsp90 set2 15 and DAGLB inhibitor -14.
Screening O=C(N/N=C/C(Br)=C/c1ccccc1)C(O)c1ccccc1 (stereo unspecified) returned Ecoli viability 3.0, PvdQ inh 9, phage Ecoli inh 3.9, Rtt109 Vps75 18, AddAB inh 0.8, Tat transport -6, CAL PDZ FP -3.2, Wnt bcat act 11, PfHsp90 set2 3 and DAGLB inhibitor -6.
Screening O=C(Cc1ccc(Cl)c(Cl)c1)Nc1cccc2ncccc12 returned Ecoli viability -1.3, PvdQ inh -8, phage Ecoli inh 0.2, Rtt109 Vps75 -9, AddAB inh -0.1, Tat transport -3, CAL PDZ FP -2.3, Wnt bcat act 0, PfHsp90 set2 18 and DAGLB inhibitor -1.
`CC(=O)c1ccc(N2CCN(S(=O)(=O)c3cc(-c4cc(C)no4)ccc3C(C)C)CC2)cc1` gave Ecoli viability -1.1, PvdQ inh -5, phage Ecoli inh 2.0, Rtt109 Vps75 -3, AddAB inh 1.9, Tat transport 12, CAL PDZ FP -4.3, Wnt bcat act -2, PfHsp90 set2 -28 and DAGLB inhibitor -5.
`CN(C)c1cc[n+](CC(=O)Nc2c(Cl)cc(Cl)cc2Cl)cc1` gave Ecoli viability -2.0, PvdQ inh -24, phage Ecoli inh 2.4, Rtt109 Vps75 7, AddAB inh 0.7, Tat transport -1, CAL PDZ FP -4.6, Wnt bcat act -1, PfHsp90 set2 7 and DAGLB inhibitor -2.
For COCCCNC(=O)CC1C[C@H](C(=O)N2CCCCC2)[C@@]2(CCc3ccccc3)c3[nH]c4ccccc4c3CCN2C1=O (stereo partly specified) the results were Ecoli viability -0.9, PvdQ inh 0, phage Ecoli inh 3.5, Rtt109 Vps75 9, AddAB inh 0.8, Tat transport 2, CAL PDZ FP -0.6, Wnt bcat act -1, PfHsp90 set2 -6 and DAGLB inhibitor -2.
For Cc1ccc(N(Cc2ccccc2F)S(C)(=O)=O)cc1C the results were Ecoli viability -2.6, PvdQ inh -2, phage Ecoli inh 5.1, Rtt109 Vps75 -3, AddAB inh 1.1, Tat transport -4, CAL PDZ FP -4.3, Wnt bcat act -4, PfHsp90 set2 -47 and DAGLB inhibitor -3.
Screening CCOC(=O)N1CC=C2C(C#N)=C(N)C(C#N)(C#N)[C@H](c3ccsc3)[C@H]2C1 returned Ecoli viability -0.2, PvdQ inh -11, phage Ecoli inh 3.5, Rtt109 Vps75 3, AddAB inh 1.3, Tat transport 4, PfHsp90 set2 13 and DAGLB inhibitor 3.
`CC(C)CNC(=O)C1CCCN(S(=O)(=O)c2ccc(-n3cnnn3)cc2)C1` (stereo unspecified) gave Ecoli viability -3.2, PvdQ inh -17, phage Ecoli inh 0.8, AddAB inh 1.4, Tat transport -4, CAL PDZ FP -2.6, PfHsp90 set2 -8 and DAGLB inhibitor -1.
`N#Cc1c(-c2ccccc2Cl)noc1/C=C/Nc1ccc(C(=O)O)cc1` gave Ecoli viability -0.1, PvdQ inh -4, phage Ecoli inh 4.2, Rtt109 Vps75 4, AddAB inh 1.4, Tat transport 5, CAL PDZ FP -3.8, Wnt bcat act -3, PfHsp90 set2 -32 and DAGLB inhibitor 8.

From PubChem
